Screening results (PubChem)
14-3-3g Raf: alters human 14-3-3 gamma binding to Raf peptide. P61981. 160,000 tested, 0.19% active. AID 422. FP, 14-3-3gamma / TMR-pS259-Raf peptide binding. inhibition, % at 40 µM; in the data active means inhibition above about 30%;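 further: 0% = protein plus tracer without compound and 100% = blank with tracer alone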
Target sequence (P61981 whole entry, looked up): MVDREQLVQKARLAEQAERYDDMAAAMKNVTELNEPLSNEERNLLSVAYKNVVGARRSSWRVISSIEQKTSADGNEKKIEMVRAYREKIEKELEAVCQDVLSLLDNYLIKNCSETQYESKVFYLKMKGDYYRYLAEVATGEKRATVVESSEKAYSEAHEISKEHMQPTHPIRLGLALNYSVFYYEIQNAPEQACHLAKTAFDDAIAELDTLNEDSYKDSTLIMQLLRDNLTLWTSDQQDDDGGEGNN
Numbers without * were called inactive; & = joins results of further samples. A portion of the library; count on the stated rates, not on these rows.

SMILES | 14-3-3g Raf
c1ccc(Cn2c(CSc3nc4ccccc4[nH]3)nc3ccccc32)cc1 | -3
COc1c(Br)cc(Br)cc1C(=O)O | -1
COc1cc(C2CC(=O)Nc3cc4c(cc32)OCO4)cc(OC)c1OC (stereo not drawn) | -8
C/C(=C\C(=O)O)CC(=O)O | -6
CCOC(=O)c1c(C)oc2ccc(N(C(=O)c3ccncc3)S(=O)(=O)c3ccc(CC)cc3)cc12 | -19
COc1ccc(OC)c(NC(=O)Cn2c(=O)oc3ccccc32)c1 | -2
COc1ccc2cc(C(c3nnnn3C3CCCC3)N3CCc4ccccc4C3)c(=O)[nH]c2c1 (stereo not drawn) | -16
COC(=O)c1ccc(C2C(C(=O)Nc3ccc(C)cc3C)=C(C)Nc3ncnn32)cc1 (stereo not drawn) | 3
CCC1CCCCN1C(=O)CSc1nc2c(c(=O)n1-c1ccc(Br)cc1)SCC2 (stereo not drawn) | -17
Cc1ccc(NC(C(N)=O)c2c(C)[nH]c(=O)[nH]c2=O)cc1 (stereo not drawn) | 2
COc1ccc(C2CC(C(F)(F)F)n3ncc(C(=O)N4CCN(c5ccccc5)CC4)c3N2)cc1OC (stereo not drawn) | -3
Cc1cc(Br)ccc1OCc1nc(-c2ccc(Br)cc2)no1 | 10
CCC(Sc1nc2ccc(N3CCOCC3)cc2c(=O)n1Cc1ccc2c(c1)OCO2)C(=O)N1CCOCC1 (stereo not drawn) | -8
Cc1ccc([N+](=O)[O-])cc1Nc1c([N+](=O)[O-])c(=O)oc2ccccc12 | -2
COc1cc(CN2CCN(Cc3ccc(Br)cc3)CC2)cc(OC)c1O | 1
CCc1ccc(-n2c(C)nc3cc(C(=O)NC(C)CC)ccc32)cc1 (stereo not drawn) | -180
Cc1cc(NC(=O)c2cccc(C(=O)Nc3cc(C)on3)n2)no1 | -5
CCCCC(=O)NC(c1ccccc1)c1cc(Cl)c2cccnc2c1O (stereo not drawn) | -9
COc1cccc(C(=O)N2CC(=O)Nc3ccc(C)cc3C2c2ccccc2)c1OC (stereo not drawn) | 3
COc1ccc(C2(CNC(C)=O)CCOCC2)cc1OC | 2
CC(C)NC(=O)Cc1c(C(=O)O)[nH]c2ccc(Cl)cc12 | -9
CCOC(=O)c1sc2nc3c(c(-c4ccc(C)o4)c2c1N)CCCC3 | -20
CCCCCCOC(=O)C(C#N)c1nc2ccccc2nc1N1CCOCC1 (stereo not drawn) | -4
Cc1ccn2c(Nc3ccccc3C)c(-c3ccc(N4CCOCC4)cc3)nc2c1 | -12
CSc1nn2c(C)cc(C)nc2c1C#N | 3
Carrying on:
SMILES | 14-3-3g Raf
CCOC(=O)c1c(NC(=O)c2ccco2)sc2c1CCC2 | 1
COc1ccc(C(=O)n2nc(-c3ccco3)nc2SC)cc1OC | -10
N#Cc1cc(C#N)c(SCC(=O)Nc2ccccc2Br)nc1N | -73
Cc1ccc(NC(=O)CS(=O)CC(=O)Nc2ccc(N3CCOCC3)cc2)cc1Cl (stereo not drawn) | -7
O=C(CN1C(=O)C2C3C=CC(C3)C2C1=O)NCCc1ccc(Cl)cc1 (stereo not drawn) | 7
COc1cccc2c(=O)c(SC(F)(F)C(F)C(F)(F)F)c(C)[nH]c12 (stereo not drawn) | 3
COc1ccc(S(=O)(=O)N2CCN(C(=O)c3cccc(OC)c3)CC2)cc1 | -3
COc1ccc(C2SCCN2S(=O)(=O)c2cccc(C)c2)cc1[N+](=O)[O-] (stereo not drawn) | -2
O=C(NCCN1CCOCC1)c1nn2c(c1Cl)NC(c1cccs1)CC2C(F)(F)F (stereo not drawn) | 9
COc1ccc2[nH]c(C)c(CN(C)C)c(=O)c2c1 | -1
O=C(O)Cn1cccc([N+](=O)[O-])c1=O | -1
CCCCOC(=O)c1ccc2c(c1)C(=O)N(c1ccc3ccccc3c1)C2=O | -5
Cc1ccc(C2=NN(CC(=O)NCCc3ccccc3)C(=O)CC2)cc1 | -21
Nc1nnc(-c2ccccc2F)s1 | -7
CN(C1CCCCC1)S(=O)(=O)c1ccc(C(=O)Nc2ccc(-c3nc4ccccc4[nH]3)cc2)cc1 | -6
Cc1ccc(CNC(=O)CN2CCN(Cc3ccc(C)cc3)C2=O)cc1 | 5
CCOc1ccc(C(=O)Nc2ccc(NC(=O)c3cccc(Cl)c3)cc2)cc1 | -18
CCOC(=O)c1c(-c2ccccc2)csc1NC(=O)c1cc(-c2cccc(OC)c2)on1 | -5
O=C(Cc1cccs1)N1CCC(c2nc3c(nnn3Cc3ccccc3)c(=O)[nH]2)CC1 | -3
O=C(NCCN1CCCC1)c1cc(=O)[nH]c2ccc(S(=O)(=O)N3CCCC3)cc12 | -7
CCOC(=O)N1CCN(C(=O)C2CCN(S(C)(=O)=O)CC2)CC1 | 6
C=CCc1cccc(C=Nc2cc(Br)ccc2O)c1O | 43*
CSc1nc2c(c(=O)[nH]1)C(c1ccc(Br)cc1)c1c(nc(SC)[nH]c1=O)O2 | -13
OC(c1ccccc1)C(CN1CCCCC1)CN1CCCCC1 (stereo not drawn) | -3
Cc1ccc(-n2cc(-c3ccccc3)nc2SCC(=O)NC2CCCCC2)cc1 | -31
(listing goes on)
SMILES | 14-3-3g Raf
O=C(Nc1nc2ccccc2n1CCN1CCCC1)c1ccc(Cl)cc1 | -2&-7
COCCn1c(=O)[nH]c2cc(C(=O)NCCc3ccc(C)cc3)ccc2c1=O | -10
O=C(Nc1nc2ccccc2s1)c1ccc(S(=O)(=O)N2CCc3ccccc32)cc1 | -8
COc1ccc2[nH]c(=O)c(CN(CCc3ccccc3)Cc3nnnn3CC3CCCO3)cc2c1 (stereo not drawn) | 1
O=C(O)c1cc2nc(-c3cccs3)cc(C(F)(F)F)n2n1 | 6
O=C(CCS(=O)(=O)c1ccc(Br)cc1)NC12CC3CC(CC(C3)C1)C2 | 1
CCSc1ccc(-c2ccc(SCC)cc2)cc1 | -7
CC(C)C(NC(=O)C12CC3CC(CC(C3)C1)C2)C(=O)O (stereo not drawn) | -3&4
CC(NC(=O)c1ccc(F)cc1)C(=O)NC1=NCCS1 (stereo not drawn) | -10
O=C(NC12CC3CC(CC(C3)C1)C2)c1ccccc1O | 3
COc1ccc(CN2CC(C(=O)NC3CCCC3)CC2=O)cc1 (stereo not drawn) | 2
O=C(Nc1ccc(Cc2ccc(NC(=O)N3CCCCC3)cc2)cc1)N1CCCCC1 | -2
COc1ccc(-n2nc3c(c2NC(=O)c2ccc(C)c(C)c2)CSC3)cc1 | -4
CC(=O)Nc1nnc(SCC(=O)NC(C)(C)C)s1 | 6
CC(C)C1N=C2c3ccccc3N=C(SCC(=O)NCCc3ccc(S(N)(=O)=O)cc3)N2C1=O (stereo not drawn) | -5
O=C(c1cc2ccccn2n1)N1CCN(Cc2ccccc2)CC1 | -3
Cc1ccc(CN2CC34C=CC(O3)C(C(=O)NC(C)c3ccccc3)C4C2=O)cc1 (stereo not drawn) | 2
CCOC(=O)C1=C(C)NC(C)=C(C(=O)OCC)C1c1cc(-c2ccc(Cl)cc2)nn1-c1ccccc1 | 4
COc1ccc(N2CCN(c3ccc(NC(=O)c4ccc(OC)c(OC)c4)cc3C#N)CC2)cc1 | -10
COc1nc(-c2ccccc2)ccc1-c1noc(-c2ccco2)n1 | -44
COc1cc2c(cc1OC)CN(C(=O)c1ccccc1Br)CC2 | 1
COc1ccc(C(=O)NC2CCN(S(=O)(=O)Cc3ccccc3)CC2)c(OC)c1 | -4
Cc1ccc(C2=CSC3=NCCN23)cc1C | -15
O=C(CSc1nc2ccccc2nc1SCC(=O)N1CCCCC1)N1CCCCC1 | -3
FC(F)(F)c1ccc(CSc2c[nH]c3ccccc23)cc1 | 2

Sorted by length of the SMILES (largest number first): three of the compounds above
SMILES | 14-3-3g Raf
Cc1ccc(CN2CC34C=CC(O3)C(C(=O)NC(C)c3ccccc3)C4C2=O)cc1 (stereo not drawn) | 2
O=C(Nc1ccc(Cc2ccc(NC(=O)N3CCCCC3)cc2)cc1)N1CCCCC1 | -2
O=C(c1cc2ccccn2n1)N1CCN(Cc2ccccc2)CC1 | -3

Next part
SMILES | 14-3-3g Raf
CCc1ccc(OCC(=O)Nc2cccc(NC(=O)c3ccco3)c2)cc1 | -3
CCOc1ccc(C(C)=O)cc1Cn1nc(C(=O)O)c2ccccc2c1=O | 0
COc1cccc(N2CCN(C(=O)C3CCC(CNS(=O)(=O)c4cccs4)CC3)CC2)c1 (stereo not drawn) | 2
O=C(CN1C(=O)CCC1=O)Nc1ncc(S(=O)(=O)c2ccc([N+](=O)[O-])cc2)s1 | -6
O=C(O)CCCC(=O)Nc1nc(-c2cccc(Br)c2)cs1 | 0
O=C1Nc2ccccc2C(O)(C(=O)NC2CC2)N1c1ccccc1 (stereo not drawn) | 2
Cc1ccc(-c2nn(CCC(=O)Nc3ccc(F)cc3)c(=O)c3ccccc23)cc1 | -2
CC(C)CCOc1ccc(C(=O)CCNC(C)C(=O)O)cc1 (stereo not drawn) | 4
CN(C(=O)COc1cc(=O)n(C)c2ccccc12)c1ccc(Br)cc1 | 5
O=C(NC1CCCCC1)c1ccc2c(=O)n(Cc3cccc(Br)c3)c(=S)[nH]c2c1 | -8
CCN(CC)c1ccc2cc(C(=O)Nc3ccccc3)c(=O)oc2c1 | 6
CSc1nnc2c(n1)OC(c1ccccc1Cl)Nc1ccccc1-2 (stereo not drawn) | 32*
CCOc1ccc(CCN2C(=O)C3C4C=CC(C4)C3C2=O)cc1OCC (stereo not drawn) | 0
Cc1cc(C)cc(-n2cnc3cc(C(=O)NCc4ccccc4Cl)ccc32)c1 | -1
CCOC(=O)c1c(C)oc2ccc(N(C(C)=O)S(=O)(=O)c3ccc(F)cc3)cc12 | -9
CC(C(=O)O)c1cccc(C(=O)c2ccccc2)c1 (stereo not drawn) | -5&0
Cc1ccc(-c2[nH]nc3c2C(c2ccc(OC(=O)N4CCOCC4)cc2)C(C#N)=C(N)O3)cc1 (stereo not drawn) | -3
O=C(Nc1ccc2c(c1)CCC2)C1COc2ccccc2O1 (stereo not drawn) | -6
CCC(C)NC(=O)c1c(-c2cc(Cl)c(OC)c(Cl)c2)noc1C (stereo not drawn) | -1
COC(=O)c1sc2ccccc2c1NC(=O)c1cccc(Cl)c1 | 8
CCCOC(=O)c1cc(-c2ccc(OC)cc2)nc2ccc(Br)cc12 | -3
Cc1ccc2nc(-c3ccc(NS(=O)(=O)c4ccc(Br)cc4)cc3)sc2c1 | -32
CC(C)(C)n1nc2c(c1NC(=O)c1ccccc1F)CSC2 | 3
CN(C(=O)CSc1cc(=O)n(C)c2ccccc12)C1CCCCC1 | -4
O=S(=O)(c1ccc2ccccc2c1)N(CC(O)CN1CCOCC1)c1ccccc1 (stereo not drawn) | -11

Single values from the results shown:
For 14-3-3g Raf, CC(C(=O)O)c1cccc(C(=O)c2ccccc2)c1 (stereo not drawn) is entered as -5&0
For 14-3-3g Raf, Cc1ccc2nc(-c3ccc(NS(=O)(=O)c4ccc(Br)cc4)cc3)sc2c1 is entered as -32
For 14-3-3g Raf, COc1cccc(N2CCN(C(=O)C3CCC(CNS(=O)(=O)c4cccs4)CC3)CC2)c1 (stereo not drawn) is entered as 2

Shown as a hit in 14-3-3g Raf, of those listed so far:
SMILES | 14-3-3g Raf
C=CCc1cccc(C=Nc2cc(Br)ccc2O)c1O | 43*
CSc1nnc2c(n1)OC(c1ccccc1Cl)Nc1ccccc1-2 (stereo not drawn) | 32*

Next results follow:
SMILES | 14-3-3g Raf
O=C(CCc1nc(-c2ccccc2F)no1)NCc1cccs1 | -13
CC1=C(C(=O)Nc2cccc(F)c2)C(c2cccs2)C2=C(CCCC2=O)N1 (stereo not drawn) | -5
Cc1c(Cl)cccc1NC(=O)Cn1c2ccccc2c(=O)c2cc([N+](=O)[O-])ccc21 | -27
COc1ccc(S(=O)(=O)N2CCCCCC2)cc1 | -9
COc1ccc(Cl)cc1NC(=NS(=O)(=O)c1ccc(Br)cc1)Nc1nc(C)cc(C)n1 | 0
CCc1ccc(C2Nc3ccccc3-c3nnc(SC)nc3O2)cc1 (stereo not drawn) | 149*
Cc1ccc(C2=CC(c3ccc(Cl)cc3)n3ncnc3N2)cc1 (stereo not drawn) | 0
COc1ccc(S(=O)(=O)NCCN2CCOCC2)c2ccccc12 | 5
CC(=O)N1CCc2cc(C(=O)CN3CCN(c4cccc(Cl)c4)CC3)ccc21 | -1
O=C(N1CCN(c2nc(-c3ccccc3)c3cc(Br)ccc3n2)CC1)C(F)(F)F | 2
Cc1ccccc1CS(=O)(=O)Cc1ccc(C(=O)N2CCOCC2)o1 | -13&0
CCCC(=O)Nc1ccc2c(c1)C(=O)N(CCC(=O)O)C2=O | -6
Cc1ccc(-c2cc(C(=O)NCC(C)C)c3ccccc3n2)cc1 | -1
CC1CCCCC1NC(=O)c1cn(C)c2ccc(S(=O)(=O)N3CCCC3)cc2c1=O (stereo not drawn) | 6
CN(C)CCNC(=O)Cc1c(C(=O)O)[nH]c2ccccc12 | -1
COCCNC(=O)CN(c1c(C)cccc1C)S(C)(=O)=O | -3
O=C(c1ccc2c(=O)n(C3CCCCC3)c(=S)[nH]c2c1)N1CCCCC1 | 17
COc1ccc(C2CC(=O)C3=C(C2)Nc2ccccc2N(C(C)=O)C3c2ccco2)cc1 (stereo not drawn) | -6&-6
O=C(CN1CCN(c2ccc(Cl)cc2)CC1)Nc1ccc(OC(F)(F)Cl)cc1 | -3

Gathered by group: the compounds so far containing a tert-butyl group
SMILES | 14-3-3g Raf
CC(=O)Nc1nnc(SCC(=O)NC(C)(C)C)s1 | 6
CC(C)(C)n1nc2c(c1NC(=O)c1ccccc1F)CSC2 | 3
